Screens deposited in PubChem by National Center for Advancing Translational Sciences (NCATS).
IL-1B inflam inh: inhibitors of inflammasome signaling (IL-1 beta secretion); THP-1 LPS/ATP IL-1B secretion, AlphaLISA, 16 h; hits give low values; activity change, % at 57.5 µM; 4.7% of 360,000 active; in the data active means activity change below about -50%; inconclusive means mostly about -30% to -49%; further: on the % scale 0 is the no-effect control and ±100 the full control effect
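Secreted IL-1B measured by AlphaLISA bead assay after 16 h compound exposure of THP-1 cells; compounds (final up to 57.5 uM) added 1 h before LPS (250 ng/mL) and ATP (1.25 mM) stimulation; lower signal means less secretion.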
S2 tox: viability counter-screen for ATXN expression inhibitors; S2 cells (HEK-293 line with an ATXN2-luciferase reporter) viability, CellTiter-Fluor protease fluorescence, 24 h; Potency, µM (series often up to 56.7 µM), most hits filed as cytotoxic; 0.49% of 400,000 active; AID 651635; further: potency means the concentration at half of the fitted maximal effect; nearly all actives have a fitted effect of over 40% in size
A549 tox: kills or reduces viability of A549 cells in Nrf2 counter-screen. A549 ARE-Fluc cells, CellTiter-Fluor viability, 18-24 h. Potency, µM (top dose mostly 46 µM), without a hit: at the top dose activity change, negative = cytotoxicity, usual class: inhibitors. 0.16% of 390,000 active; further: potency means the concentration at half of the fitted maximal effect; on the % scale 0 is the no-effect control and ±100 the full control effect
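A549 ARE-Fluc cells in 5% FBS OPTI-MEM, 5000 cells/well, rested 2 h then exposed to compounds in concentration-response for 18-24 h at 37 °C. Viability by CellTiter-Fluor fluorescence (Ex 405/Em 525) after 30 min; luciferase luminescence (BugLite, 15 min, RT) read afterwards.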
HepG2 viability: counter-screen for TGF-b inhibitors: cytotoxicity in HepG2 cells | HepG2 CAGA-GFP viability, ATP luminescence, 18 h | Potency, µM (doses to about 46.1 µM), for inactives: at the top dose activity change, negative = cytotoxicity, actives largely listed as cytotoxic | 0.76% of 410,000 active | AID 588856; further: potency means the concentration at half of the fitted maximal effect; some results filed as inactive show a strong effect at the top dose
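HepG2 CAGA-GFP cells (1000/well, DMEM with 1% FBS) received compound, then TGF-beta at 500 pg/mL final, and were incubated 18 hours at 37 degrees C. Viability was read by CellTiter-Glo luminescence. Media-only wells were set as complete cell-killing and DMSO as no toxicity.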
ATXN2 expr inh: reduces ATXN2 reporter expression in HEK-293 cells; Potency, µM (top dose mostly 57 µM), for inactives: at the highest dose activity change, negative = inhibition, most hits filed as inhibitors; AID 1745845; HEK-293 ATXN2-luciferase reporter, luminescence, 24 h; 0.72% of 360,000 active; further: potency means the concentration at half of the fitted maximal effect; on the % scale 0 is the no-effect control and ±100 the full control effect; nearly all actives have a fitted effect of over 55% in size
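ATXN2-luciferase reporter cells (luciferase flanked by upstream and downstream ATXN2 gene portions) were treated 24 h at 37 °C with compounds at up to 57 uM. SteadyGlo luminescence gave expression; GF-AFC fluorescence gave viability.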
MCF10A rerep: inducers of DNA re-replication in MCF 10A breast cells. MCF 10A DNA re-replication, Hoechst nuclear intensity, 48 h. Potency, µM (series often up to 46.1 µM), for inactives: at the top dose activity, positive = re-replication, actives largely listed as activators. 2.9% of 350,000 active; further: potency means the concentration at half of the fitted maximal effect; % of control where 0% means no effect; nearly all actives have a fitted effect of over 50% in size
Nrf2 inh: Nrf2 pathway inhibition; A549 ARE-Fluc reporter, luciferase luminescence, 18-24 h; Potency, µM (highest dose often 46 µM), for the others: at the top dose activity change, negative = inhibition, most hits filed as inhibitors; 2.1% of 360,000 active; further: potency means the concentration at half of the fitted maximal effect; on the % scale 0 is the no-effect control and ±100 the full control effect; nearly all actives have a fitted effect of over 60% in size
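Concentration-response testing used A549 ARE_Fluc cells at 5000 cells/well. Following an 18-24 h compound incubation, viability was read by fluorescence (Ex 405/Em 525) and luciferase output by luminescence.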
Nrf2 activator: activators of Nrf2 (ARE) signaling. Potency, µM (doses to about 46.1 µM), without a hit: at the top dose activation, most hits filed as activators. 0.31% of 410,000 active. AREc32 ARE-luciferase reporter (MCF7-derived line), luminescence, 24 h; further: potency means the concentration at half of the fitted maximal effect; % of control where 0% means no effect; nearly all actives have a fitted effect of over 65% in size
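Luciferase luminescence (Steady-Glo, 30 min at room temperature) served as the read-out of ARE activation in AREc32 cells treated with compounds for 24 hr at 37 deg C.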
TGFb SMAD3 inh: inhibitors of TGF-b signaling; HepG2 CAGA-GFP TGF-b/SMAD3 reporter, GFP fluorescence, 18 h; TGF-beta stimulated, 500 pg/mL final; AID 588855; Potency, µM (doses to about 46.1 µM), for the others: at the highest dose activity, negative = inhibition, hits mostly inhibitors; 1.2% of 410,000 active; further: potency means the concentration at half of the fitted maximal effect; on the % scale 0 is the no-effect control and ±100 the full control effect; nearly all actives have a fitted effect of over 65% in size
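HEPG2 CAGA-GFP cells (1000/well, DMEM with 1% FBS) were pre-incubated 2 h at 37 degrees C, given compound by pin tool, then stimulated with TGF-beta at 500 pg/mL final for 18 h before per-cell GFP fluorescence imaging.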
Active calls of the source: *; i = inactive; ? = inconclusive; · = no result given; [ ] = remark or other dose. Unless noted, the call rests on the fitted dose curve; in most records, active means well fitted curve in the direction sought with a large enough effect; inconclusive means small, poorly fitted or top-dose-only effect, or another doubt; inactive means no such curve, though single readings can be large; an effect the other way counts as inactive or inconclusive. An unsorted share of the library. About 8.8% of those tested had a hit in this group.

Every second line gives: IL-1B inflam inh | HepG2 viability | TGFb SMAD3 inh | MCF10A rerep | Nrf2 activator | ATXN2 expr inh | Nrf2 inh | S2 tox | A549 tox
> O=C(COC(=O)c1ccc(S(=O)(=O)N2CCCCC2)cc1)NCc1ccc(F)cc1
 : 10 | -3% | 14% | -1% | 2.7% | 2% | -2% | i | -2%
> CC(=O)NC(c1cccc(F)c1)c1nc(-c2cnc3ccccc3c2)cs1 (stereo not given)
 : 17 | -20% | -9% | · | 8.1% | 4% | · | i | ·
> CC(=O)Nc1ccc(S(=O)(=O)NC(CC(=O)NCCCN2CCOCC2)C(C)C)cc1 (stereo not given)
 : 0 | 1% | -5% | -3% | -0.8% | -2% | · | i | -3%
> CN(C)C/C=C/C(O)(c1ccccc1)c1ccccc1
 : -20 | 0% | -12% | 16µM* | -0.2% | -2% | 1% | i | 2%
> Cc1csc(NC(=O)C(CC(C)C)NS(=O)(=O)c2ccc3c(c2)oc(=O)n3C)n1 (stereo not given)
 : 20 | -2% | -2% | -7% | 0.0% | 15% | 1% | i | 0%
> CCOc1ncccc1C(=O)OCC(=O)NC1CC1
 : 6 | -2% | 2% | 5% | 0.1% | -8% | -14% | i | -1%
> CCc1ccc(-c2nc(CN3CCC(C(=O)N4CCN(c5ccccn5)CC4)CC3)c(C)o2)cc1
 : -53* | -54% | 0% | ? | -0.2% | · | -3% | · | -26%
> N/C(=N\OS(=O)(=O)c1ccc2ccccc2c1)c1ccncc1
 : 2 | 3% | 19% | -3% | 1.9% | 2% | · | i | 1%
> O=C(Nc1ccc2c(c1)C(=O)NC2=O)c1cccc(Cl)c1
 : 19 | -17% | 2% | 1% | 5.7% | -5% | -18% | i | 1%
> O=C(N/N=C/c1ccc(C(=O)O)cc1)C1=NNC(c2ccccc2)(c2ccccc2)C1
 : 6 | -9% | 12% | -2% | 0.2% | · | -5% | ? | -5%
> CCOC(=O)N1CCC(C(N)=O)CC1
 : 7 | -1% | 0% | -1% | -0.9% | -7% | -3% | i | -1%
> Cc1cc2c(cc1S(=O)(=O)Nc1ccc(F)cc1)n(C)c(=O)c(=O)n2C
 : 18 | -3% | 2% | 4% | 0.1% | -12% | -14% | i | 2%
> COCOCCn1cc(CN2CCS(=O)(=O)N(Cc3ccc(-c4cccc(N(C)C)c4)cc3)C(C(C)C)C2=O)nn1 (stereo not given)
 : -10 | -31% | -25% | · | 0.5% | -24% | · | ? | ·
> N#CC(=C=[N-])/C=C(\C(=O)c1ccccc1)[n+]1ccccc1
 : · | 0% | 21% | 37% | 1.8% | -36% | -15% | i | 1%
> COc1ccc(N(C(=O)c2ccco2)C(C(=O)NC2CCCC2)c2cccs2)cc1 (stereo not given)
 : -12 | 32% | 44%[activator] | 6% | 0.2% | 8%[11.3 µM] | -10% | i | -13%
> CC1(C)CC(=O)C2=C(C1)Nc1cc(Cl)ccc1S2
 : -3 | 8% | -13% | 1% | 2.8% | -14% | 2% | ? | -9%
> COC(=O)Cc1c[nH]c2cccc(OCC(O)CN(Cc3ccc([N+](=O)[O-])cc3)C(C)(C)C)c12 (stereo not given)
 : -7 | -39% | -18% | 8% | 4.6% | -27% | -13% | i | -4%
> O=c1c2cc3c(cc2n(Cc2ccc(F)cc2)c(=O)n1Cc1nc(-c2ccccc2)no1)OCO3
 : · | 5% | 10% | · | 0.3% | 2% | 23% | i | -11%
> CN1/C(=C\C(=O)CSc2nnc(NCc3ccccc3)s2)C(C)(C)c2ccccc21
 : 2 | -44% | ? | 18µM* | 0.1% | -24% | ? | ? | -29%
> Cc1cc(C)c(OCCCCN(C)Cc2ccccc2)c(C)c1
 : -2 | -50% | ? | 29% | -0.5% | · | 4% | ? | -1%
> O=C(NC(NC1CCS(=O)(=O)C1)C(Cl)(Cl)Cl)c1cccc(Cl)c1 (stereo not given)
 : 3 | -12% | 12% | 0% | -0.2% | -6% | -15% | i | -1%
> Cc1sc(NC(=O)CN2CCCC2)nc1-c1ccc2c(c1)CCN2C(=O)c1cccc(F)c1
 : -66* | -8% | 8% | ? | 6.7% | ? | 23µM* | ? | ?
> COc1cc(NC(=O)C(c2ccccc2)c2ccccc2)c(C(=O)O)cc1OC
 : 16 | 25% | 25% | -4% | -0.8% | · | -13% | i | -5%
> Cc1nn(-c2ccc(Cl)cc2)c(=O)c2ccccc12
 : 17 | -1% | -4% | -5% | 20% | · | ? | i | 9%
> CCN1C(=O)[C@H]2[C@@H](c3ccc(-c4ccc5c(c4)OCO5)cc3)N[C@@](Cc3ccccc3)(C(=O)OC)[C@H]2C1=O
 : -18 | -23% | -3% | -8% | -0.6% | 3% | -15% | i | 3%
> CCN(CC)CCCN=Cc1c(-c2ccccc2)[nH]n(-c2nc3ccccc3s2)c1=O
 : -28 | 6% | 1% | 0% | 2.6% | -13% | ? | i | 0%
> COc1ccc(-c2cccc([C@H]3[C@@H]4C=CC[C@@H](C)[C@@H]4C(=O)N3Cc3ccccc3)c2)cc1
 : -23 | -31% | ? | ? | 3.5% | -20% | ? | i | -3%
> COC(=O)c1ccc(COc2ccccc2/C=C(\C#N)C(=O)Nc2ccccc2C)cc1
 : 22 | -8% | 4% | 6% | 0.3% | -5% | 6% | ? | -4%
> C/C(N)=C(/C#N)C(=O)COC(=O)COc1ccc(Cl)cc1C
 : 27 | -23% | -10% | -2% | 0.4% | 4% | 21% | i | ?
> Oc1c(C(c2ccccn2)N2CCCCC2)cc(Cl)c2cccnc12 (stereo not given)
 : 79 | -41% | 7.9µM* | 21µM* | -0.4% | ? | ? | i | ?

Record cards, from the list above:
`Oc1c(C(c2ccccn2)N2CCCCC2)cc(Cl)c2cccnc12` (stereo not given) across the screens: IL-1B inflam inh: 79; HepG2 viability: -41%; TGFb SMAD3 inh: 7.9µM*; MCF10A rerep: 21µM*; Nrf2 activator: -0.4%; ATXN2 expr inh: ?; Nrf2 inh: ?; S2 tox: i; A549 tox: ?
`CCOC(=O)N1CCC(C(N)=O)CC1` across the screens: IL-1B inflam inh: 7; HepG2 viability: -1%; TGFb SMAD3 inh: 0%; MCF10A rerep: -1%; Nrf2 activator: -0.9%; ATXN2 expr inh: -7%; Nrf2 inh: -3%; S2 tox: i; A549 tox: -1%

In the list so far, 2 contain a COOH group:
Every second line gives: IL-1B inflam inh | HepG2 viability | TGFb SMAD3 inh | MCF10A rerep | Nrf2 activator | ATXN2 expr inh | Nrf2 inh | S2 tox | A549 tox
> O=C(N/N=C/c1ccc(C(=O)O)cc1)C1=NNC(c2ccccc2)(c2ccccc2)C1
 : 6 | -9% | 12% | -2% | 0.2% | · | -5% | ? | -5%
> COc1cc(NC(=O)C(c2ccccc2)c2ccccc2)c(C(=O)O)cc1OC
 : 16 | 25% | 25% | -4% | -0.8% | · | -13% | i | -5%

More results.
Every second line gives: IL-1B inflam inh | HepG2 viability | TGFb SMAD3 inh | MCF10A rerep | Nrf2 activator | ATXN2 expr inh | Nrf2 inh | S2 tox | A549 tox
> Cc1cc(C(=O)CN2CCCC2)c(C)n1-c1ccc(Cl)cc1
 : -14 | 2% | 5% | 16% | 0.1% | -23% | -10% | i | -1%
> CCOc1ccc(NS(=O)(=O)c2cc(C(=O)N3CCN(C(C)=O)CC3)ccc2Cl)cc1
 : 11 | 6% | 6% | 14% | 0.0% | 1% | -3% | i | 4%
> COc1ccc(Cn2ccc3nc(C)c(C(=O)Nc4ccc(OC)c(OC)c4)cc3c2=O)cc1
 : · | 2% | 3% | · | -0.5% | -4% | · | i | 3%
> COc1cccc(-c2ccc3c(c2)C2CC3CCN2C(C)=O)c1 (stereo not given)
 : 19 | -27% | -3% | -1% | 6.2% | -1% | -18% | ? | 1%
> Cc1ccc(-c2cnc3cc(C)nn3c2)cc1
 : -15 | 0% | 3% | 2% | -0.1% | -17% | ? | i | -2%
> CCOC(=O)N1CCN(S(=O)(=O)N2CCCC(C(=O)NCCCN3CC(C)CC(C)C3)C2)CC1 (stereo not given)
 : 43 | -11% | -2% | 0% | -0.8% | -3% | 12% | i | 5%
> COc1ccc(OC)c(Nc2c3ccccc3nc3ccccc23)c1
 : -84* | -27% | 13µM* | 21µM* | 3.3% | 11µM* | ? | 14µM* | ?
> CC(C)C(C)(C#N)NC(=O)CN1C(=O)NC2(CCCc3ccccc32)C1=O (stereo not given)
 : 31 | 3% | 1% | -1% | -0.7% | 0% | 6% | i | 1%
> COc1cc(C(=O)NNc2nc3cc4c(cc3s2)OCO4)cc(OC)c1OC
 : -18 | -24% | -2% | ? | 4.1% | 8% | -15% | i | 5%
> COC(=O)CC1=C(c2ccc([N+](=O)[O-])cc2)CCC1=O
 : -3 | 10% | 31% | -9% | 5.9% | -2% | -7% | i | -12%
> COc1ccc(CC2(CO)CCN(S(=O)(=O)c3cccc4cccnc34)CC2)cc1
 : -2 | -9% | 5% | -23%[9.22 µM] | 0.2% | 24% | -6% | ? | 1%
> CC[C@]12c3[nH]c4ccc(Cl)cc4c3CCN1C(=O)[C@@H](CC(=O)NCCCn1ccnc1)C[C@@H]2C(=O)N1CCN(C(=O)C2CC2)CC1
 : -6 | 6% | -11% | -25% | -0.6% | -2% | 13% | i | 2%
> COc1ccc(Nc2ccc(S(=O)(=O)N3CCCCCC3)cc2[N+](=O)[O-])cc1
 : ? | -4% | ? | -5% | 4.8% | -25% | ? | i | ?
